EWS-Fli inh: EWS/Fli-driven NR0B1 reporter inhibitors, primary screen, A673 cells, NR0B1 luciferase, luminescence, MLPCN library; inhibition, % at 12.6 µM; hit rate 0.67% among 350,000; viability-normalised; AID 651661, 2012;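 active means mean inhibition of at least 50% after viability correction, with every replicate also passing that limit; inconclusive means mean reaches 50% but only one of two replicates passes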;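 further: firefly luciferase signal divided by Alamar Blue viability fluorescence both relative to DMSO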
ERp5 block: inhibitors of ERp5-driven insulin aggregation, primary screen, biochemical, turbidity, absorbance 650 nm, single point; Protein disulfide-isomerase A6 (Homo sapiens), Q15084; 90 min; inhibition, % at 9.99 µM; hit rate 0.05% among 350,000; AID 651711, 2012;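 active means mean replicate inhibition above about 25%, with every replicate also reaching it, limit read from the data, passing the limit was not always enough; inconclusive means only one of those two criteria met; inactive means neither criterion met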
Target sequence (Q15084 whole entry, looked up): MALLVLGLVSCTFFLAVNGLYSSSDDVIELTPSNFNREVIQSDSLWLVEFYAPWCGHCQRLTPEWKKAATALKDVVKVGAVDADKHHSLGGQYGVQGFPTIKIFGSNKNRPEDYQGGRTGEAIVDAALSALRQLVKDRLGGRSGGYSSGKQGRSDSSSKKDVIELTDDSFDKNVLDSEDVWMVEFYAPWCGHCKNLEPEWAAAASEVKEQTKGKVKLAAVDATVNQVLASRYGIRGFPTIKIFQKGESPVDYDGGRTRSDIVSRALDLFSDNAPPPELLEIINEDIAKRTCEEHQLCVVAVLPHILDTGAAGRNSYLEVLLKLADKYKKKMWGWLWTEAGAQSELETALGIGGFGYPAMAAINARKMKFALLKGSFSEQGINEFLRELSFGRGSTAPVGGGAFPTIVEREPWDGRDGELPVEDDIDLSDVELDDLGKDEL
ARNT TACC3 PPI: disruptors of ARNT/TACC3 protein interaction, primary screen, biochemical, AlphaScreen, single concentration; Transforming acidic coiled-coil-containing protein 3 (Homo sapiens), Q9Y6A5; AlphaScreen His-ARNT PAS-B/GST-TACC3 binding, luminescence; TACC3 fragment carries E629A point mutation; inhibition, % at 9.99 µM; hit rate 0.66% among 390,000; AID 623870, 2012;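 active means mean inhibition of replicates at least 50% and at least half of replicates each reaching 50%; inconclusive means half or more replicates reach 50% but mean below 50%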;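 further: 0% = complete ARNT plus TACC3 wells and 100% = ARNT alone without TACC3; many hits fall short of the cut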
DENV2 CPE rescue: inhibitors of DENV2 cytopathic effect, primary screen, cell-based, plate reader, single concentration; DENV2-infected cells, cytopathic effect rescue; CPE inhibition, % at 9.99 µM; hit rate 1.7% among 350,000; AID 651640, 2012; in the data active means CPE inhibition above about 20%, passing the limit was not always enough; inconclusive means no clear call, values can overlap the other calls; tested in BHK-21 cells;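 further: 0% = median of neutral control wells and 100% = median of positive control wells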
CFTR F508del cor: F508del CFTR correction, initial screen, CFBE line, single point; CFBE cells, YFP halide quenching; stimulated with forskolin plus potentiator P3; % fluorescence drop versus neutral controls; activity (quench increase), % at 7.58 µM; hit rate 0.36% among 350,000; AID 720511, 2013;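 active means mean added fluorescence quench of at least 8% versus neutral control, with both replicates also reaching 8%; inconclusive means only one of the mean or replicate conditions met; inactive means mean below 8% and not both replicates reaching 8%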;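 further: cells transiently co-express mutant CFTR-F508del with the halide-sensitive YFP; corrector assay measuring rescue of mutant channel to the surface after 24 h compound exposure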
PAX8 inh HTS: inhibitors of PAX8-driven TPO luciferase reporter, primary screen, RMG-I cells, single concentration; SteadyGlo, 24 h; hit rate 1.2% among 360,000; inhibition, % at 12.6 µM; AID 652154, 2013;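 active means mean replicate inhibition at least 60% with every replicate also reaching 60%; inconclusive means only one of the two criteria is met; inactive means mean below 60% and not all replicates reaching 60%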;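 further: luciferase light reporting Pax8 driven TPO promoter activity; plate controls were median of neutral control wells for no effect and mitoxantrone controls for full effect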
Xi reactivation: activators of inactive X chromosome reactivation, primary screen, imaging, XiGFP fibroblasts, GFP high-content imaging, set 2. hit rate 0.055% among 360,000. XiGFP mouse fibroblasts, % GFP-positive cells imaging, 3 d; cells co-treated with 5-aza-dC sensitizer; scaled so ellipticine positive control = 100%. activation, % at 7.58 µM;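 active means mean normalized replicate activation at least 10% and every replicate at or above 10%; inconclusive means only one of the two criteria met; inactive means mean below 10% and not all replicates reach 10%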;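 further: 0% = median of on-plate neutral control wells and 100% = ellipticine 6 µM median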
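System: XiGFP fibroblasts, SV40-immortalized. Medium: DMEM plus 5-aza-dC sensitizer. Doses: single point. Timing: 3 d treatment, 15 min room-temperature fixation. Control set: ellipticine 6 µM.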
GSIS activator: GLuc luminescence reporter in INS-1E cells, primary screen for activators of glucose-dependent secretion of insulin. INS-1E GLuc reporter insulin secretion, 2-3 h. activation, % at 16.6 µM. AID 743287, 2014. hit rate 0.61% among 370,000;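 active means lowest replicate activation of at least 40%, so every replicate reaches that level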;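 further: 0% = median of neutral control wells and 100% = median of IBMX positive control wells; some compounds called inactive have numbers as strong as hits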
Numbers without * were called inactive; ? = inconclusive; . = not tested or not shown; & = joins results of further samples.

item	Structure	EWS-Fli inh	ERp5 block	ARNT TACC3 PPI	DENV2 CPE rescue	CFTR F508del cor	PAX8 inh HTS	Xi reactivation	GSIS activator
1	CN1C(=O)c2cc(NC(=O)c3cccs3)ccc2OC[C@H]2O[C@@H](CC(=O)N3CCCCC3)CC[C@H]21	-10.2	-0.6	-3.3	5.9	1.7	15.8	0.1	-8.9
2	CCCCN(c1nc2ccccc2nc1Cl)S(=O)(=O)c1ccc(C)cc1	25.1	1.9	-1.0	-2.8	.	22.5	0.3	-13.6
3	Cc1nc2cc(-c3ccc(Cl)cc3)nn2c(NCCN(C)C)c1C	-38.6	2.3	.	-2.7	0.3	-24.1	0.0	14.1
4	COC(=O)[C@]12CCCCC=C1N(Cc1ccco1)C(=O)[C@H](CC(=O)N1CCOCC1)C2	5.5	8.0	.	13.3	-3.7	3.2	0.0	9.5
5	Cc1ccc(NC(=O)CCNS(=O)(=O)c2cccs2)cc1F	-65.4	-2.8	1.8	-0.6	-0.7	-12.2	0.0	-6.6
6	O=C(Nc1ccc(Cc2ccncc2)cc1)C1CC1	-2.2	-6.5	7.5	12.1	0.6	.	.	16.4
7	CC(C)(C)c1cc2nc(NCc3cccc(Cl)c3)ccn2n1	14.8	5.9	.	6.5	-1.3	11.8	-0.1	.
8	C[C@@H]1CN([C@@H](C)CO)C(=O)c2cc(NC(=O)CCCCCC(=O)Nc3ccccc3N)ccc2O[C@H]1CN(C)C	4.2	1.1	-8.8	8.5	1.7	-0.6	0.2	13.3
9	CCCN(C(=O)c1cn(-c2ccccc2)nc1-c1ccc(OC)cc1)C1CCS(=O)(=O)C1 (stereo not drawn)	3.7	-1.7	3.1	-2.6	-0.9	-10.6	0.0	-1.8
10	O=C(COc1ccccc1)OC(C(=O)c1ccccc1)c1ccccc1 (stereo not drawn)	-4.3	1.5	-16.6	-5.1	.	2.1	-0.2	5.8
11	Cc1ccc(C)c(OCCC(=O)Nc2cc(S(=O)(=O)N3CCCCC3)ccc2C)c1	3.0	-0.5	.	7.7	-0.5	12.0	?	-38.2
12	CC(C)c1[nH]nc2c1C(c1ccc(OC(=O)c3ccco3)cc1)C(C#N)=C(N)O2 (stereo not drawn)	11.5	13.7	3.1	-0.5	-2.9	.	.	-13.4
13	C[C@@H]1CCCCO[C@H](CN(C)C(=O)Nc2cccc3ccccc23)[C@@H](C)CN([C@@H](C)CO)C(=O)c2cc(NC(=O)CCCN(C)C)ccc2O1	2.6	8.0	18.9	-13.5	-4.3	-12.3	0.2	-1.1
14	S=c1[nH]nc(Cc2noc3ccccc23)n1-c1ccccc1	-9.9	3.4	-3.6	-3.4	-1.9	14.1	0.0	11.2
15	C[C@H](CO)N1C[C@H](C)[C@@H](CN(C)Cc2ccccc2)Oc2ccc(NS(=O)(=O)c3ccccc3)cc2CC1=O	2.5	11.3	6.4	-2.3	-0.6	31.3	0.6	-14.9
16	CCCN1C[C@H](C)[C@H](OC)CN(C)C(=O)c2cc(NC(=O)CC)ccc2OC[C@H]1C	-4.5	.	.	.	0.6	.	0.3	12.4
17	O=C(CC1SC(=O)N(c2ccccc2)C1=O)Nc1cccc2ccccc12 (stereo not drawn)	10.0	9.0	-1.7	-0.3	2.2	9.5	2.9	-5.0
18	COc1ccc(CN2CCN(C)CC2)cc1OCc1ccccc1	-31.1	-1.8	0.7	5.6	1.9	.	.	13.6
19	O=C(c1cccc(NS(=O)(=O)c2ccc(F)c(F)c2)c1)N1CCN(C(c2ccccc2)c2ccccc2)CC1	-9.3	2.6	-5.7	2.1	.	27.7	2.2	.
20	COCC#Cc1ccc([C@H]2[C@H](CO)N3C(=O)CN(C(=O)c4ccncc4)C[C@@H]23)cc1	2.3	2.4	.	-7.3	-3.7	-18.6	0.1	8.6
21	CC1CCCCC1NC(=O)Cn1ncc2ccccc21 (stereo not drawn)	2.4	-7.2	-13.2	1.3	-1.6	10.6	-0.1	-1.7
22	CCCCCNC(=O)Cc1cc(=O)[nH]c(=O)[nH]1	0.9	2.8	22.9	2.2	2.9	15.7	0.1	-0.8
23	Cc1nc(Cl)nc(N(C)c2ccccc2)c1[N+](=O)[O-]	0.5	-1.2	-0.2	-0.9	2.3	-11.8	2.0	-41.8
24	O=C(O)CCCn1cc(NC(=O)COc2ccc(F)cc2)cn1	-3.6	5.0	23.6	5.2	-0.3	-7.0	0.2	2.4
25	COc1ccc(-c2cc(C(=O)Nc3c(C)n(C)n(-c4ccccc4)c3=O)c3ccccc3n2)cc1OC	0.5	0.0	-8.5	1.7	-0.6	18.4	0.5	-8.8
26	CCOC(=O)C1CCN(C(=O)CSc2nccc(C)n2)CC1	1.5	1.1	-1.5	-7.4	0.8	0.3	0.0	0.4
27	CN(C)/C=C/C(=O)/C=C/c1ccc(Cl)cc1Cl	-77.5	1.6	3.9	-5.0	0.6	-146.2	0.3	8.3
28	COC(=O)c1nn(C)c(=O)[nH]c1=O	-5.1	3.1	-8.2	5.4	2.2	-17.2	-0.2	-0.9
29	Nc1ccc(SCc2cccnc2)cc1	-7.7	-2.5	-2.3	0.5	-3.3	-18.7	0.4	9.2
30	CCN(CC)c1ccc(NC(=O)C2CCC(CNc3c(N4CCCC4)c(=O)c3=O)CC2)c(C)c1 (stereo not drawn)	0.7	0.2	4.6	-4.5	3.1	0.2	-0.2	-6.4
31	CCCCNS(=O)(=O)c1ccc(NC(=O)C2CCCO2)cc1 (stereo not drawn)	.	.	-6.9	.	.	5.3	0.2	22.7
32	CCC(C)NC(=O)C(=O)NCc1ccccn1 (stereo not drawn)	-6.8	1.2	4.7	-2.5	2.1	1.6	0.0	11.6
33	N/C(Cc1ccc([N+](=O)[O-])cc1)=N\OC(=O)c1ccccc1F	-71.8	7.7	0.8	3.1	-0.7	-124.3	0.1	15.0
34	O=C(O)CSCC(=O)N1CCN(c2nc3cc(Cl)ccc3s2)CC1	-3.2	0.2	1.2	-9.4	-1.7	-1.4	0.0	26.8
35	O=C1CCC[C@@H]2CC(N3CCCCC3)C[C@@H]3CCN1[C@H]23 (stereo partly drawn)	-2.2	2.5	-8.9	?	2.4	-11.7	0.0	13.6
36	O=S(=O)(Nc1nc2ccccc2nc1-[n+]1ccccc1)c1ccc(Cl)cc1	.	.	-11.7	.	.	2.6	0.1	2.2
37	COCCCNC(=O)C[C@H]1C[C@H](C(=O)N(C(C)C)C(C)C)[C@@]2(C)c3[nH]c4cc(-c5ccco5)ccc4c3CCN2C1=O	-5.7	5.7	2.5	-4.9	-3.8	-10.7	0.0	30.2
38	CCOC(=O)CNC(=O)N1CCCC(Cc2ccccc2)(C(=O)OCC)C1 (stereo not drawn)	4.1	3.7	0.1	1.9	-0.3	7.7	0.0	9.4
39	CN1C(=O)c2cc(NC(=O)C3CCCC3)ccc2OC[C@H]2O[C@@H](CC(=O)NCC(F)(F)F)CC[C@@H]21	3.1	1.0	-3.4	-9.2	-1.9	5.4	0.1	-0.5
40	C[C@H](CO)N1C[C@H](C)[C@H](CN(C)C(=O)C2CCCCC2)Oc2ncc(C#CCc3ccccc3)cc2C1=O	9.4	6.3	-5.6	-13.1	-1.3	6.4	-0.2	7.9
41	O=C(CSc1nc2ccccc2c(=O)[nH]1)c1ccc(O)cc1O	-8.6	1.0	-17.5	0.2	-4.2	-42.8	-0.1	3.4
42	CC1=NN(c2nc(-c3ccc(C)cc3)cs2)C(=O)C1N=Nc1ccc(C(N)=O)cc1 (stereo not drawn)	54.6*	-4.5	-6.2	0.5	-5.5	2.9	-0.1	8.8
43	CCCNC(=O)C[C@H]1CC[C@H]2[C@@H](COC[C@@H](O)CN2C(=O)Nc2c(C)noc2C)O1	7.7	-0.3	12.9	2.4	3.9	6.9	0.5	8.3
44	O=C(C[C@@H]1C[C@@H]2c3cc(NS(=O)(=O)c4ccc(F)cc4)ccc3O[C@@H]2[C@@H](CO)O1)NCc1ccccc1	-2.3	4.6	-1.3	3.1	-4.6	17.3	0.1	-11.2
45	CCC(=O)N1[C@H](CO)[C@H](c2ccc(-c3ccncc3)cc2)[C@@H]1CN(C)C(C)=O	2.9	0.2	.	2.9	1.3	.	0.0	6.7
46	C[C@H](CO)N1C[C@H](C)[C@@H](CN(C)S(=O)(=O)c2ccccc2)Oc2ccc(NS(=O)(=O)c3cn(C)cn3)cc2C1=O	-3.9&-4.2	5.3&-0.4	-20.5&-5.0	9.5&-1.2	1.6&-1.9	20.3	0.2&0.2	22.0
47	CC(NC(=O)COC(=O)c1ccc2ccccc2n1)C1CC2CCC1C2 (stereo not drawn)	5.0	1.0	-0.4	-5.2	1.3	8.4	0.0	-6.8
48	Cc1ccc(NCc2n[nH]c(=S)n2-c2ccccc2)c(C)c1	11.2	1.3	0.8	1.4	4.2	5.9	0.0	1.6
49	NNc1cc([N+](=O)[O-])cc2c1C(=O)N(Cc1ccccc1)S2=O (stereo not drawn)	-8.7	0.7	4.2	9.7	0.8	6.1	0.2	-13.0
50	CCOC(=O)CNC(=S)N(Cc1ccccc1)Cc1ccccc1F	-3.9	6.3	7.9	0.7	-1.3	0.5	0.2	-29.4
51	Cn1cc(CN2C[C@]3(C)C[C@H]2CC(C)(C)C3)c(-c2ccc3c(c2)OCCO3)n1	-8.4	-3.9	5.5	0.4	3.6	-16.7	0.0	0.0
52	COc1ccc(C2NC(=O)NC(c3ccccc3)=C2c2nc3ccccc3s2)cc1 (stereo not drawn)	6.6	?	-10.5	-1.6	1.2	.	.	-7.1
53	C[C@@H]1CN([C@@H](C)CO)C(=O)c2cc(NC(=O)Nc3cccc4ccccc34)ccc2O[C@@H]1CN(C)C(=O)Nc1cccc2ccccc12	-8.7	-2.2	1.9	-2.3	-2.7	?	-0.1	8.2
54	O=C1Nc2ccc(Br)cc2/C1=C/C1CC=CCC1 (stereo not drawn)	21.0	5.3	-1.1	-0.3	0.6	26.0	0.0	-27.7
55	COc1ccccc1OCCNC(=O)c1cccc(S(=O)(=O)N2CCN(C)CC2)c1	-6.9	3.1	5.4	?	-0.9	-3.4	0.5	-3.8
56	O=C(c1cccnc1)N1C[C@H]2[C@@H](c3ccccc31)[C@H](CO)N2C(=O)C1CCOCC1	-4.4	0.1	3.3	4.3	-0.3	-1.0	0.4	0.1
57	COc1cccc(NC(=S)N(CCCN2CCOCC2)Cc2cn(C)c3ccccc23)c1	.	.	-2.0	.	.	18.6	0.2	-0.1
58	O=C1C2C3CCC(O3)C2C(=O)N1c1cc(OCC(F)F)cc([N+](=O)[O-])c1 (stereo not drawn)	-4.7	3.6	-3.9	4.6	3.0	-6.7	0.2	-21.0

Bioassay records from PubChem.
